# High-throughput results as filed in PubChem.
# KB-V1 cytotox – kills drug-selected multidrug resistant KB-V1 cells. KB-V1 MDR cells viability, CellTiter-Glo, 72 h. Potency, µM (titrated, usually from 46.1 µM), without a hit: at the highest dose activity change, negative = cytotoxicity, actives largely listed as cytotoxic. actives 3.4% (n = 400,000). AID 1347076; also: potency is read from the fitted curve at half-maximal effect; % is scaled to controls: 0 for no effect and ±100 for the full control effect; nearly all actives have a fitted effect of over 60% in size
#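 Cells of the MDR subline KB-V1 are plated, dosed with compound at multiple concentrations, and incubated 72 h at 37 degrees C; CellTiter-Glo is then added and luminescence read after 10 min.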
# ATXN2 expr inh – ATXN2 expression inhibition; HEK-293 ATXN2-luciferase reporter, luminescence, 24 h; actives 0.72% (n = 360,000); Potency, µM (highest dose often 57 µM), for inactives: at the highest dose activity change, negative = inhibition, usual class: inhibitors; also: potency is read from the fitted curve at half-maximal effect; % is scaled to controls: 0 for no effect and ±100 for the full control effect; nearly all actives have a fitted effect of over 55% in size
#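 ATXN2-luciferase reporter cells (luciferase flanked by upstream and downstream ATXN2 gene portions) were treated 24 h at 37 °C with compounds at up to 57 uM. SteadyGlo luminescence gave expression; GF-AFC fluorescence gave viability.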
# MCF10A rereplic – induces DNA re-replication in MCF 10a normal breast cells; MCF 10A DNA re-replication, Hoechst nuclear intensity, 48 h; Potency, µM (doses to about 46.1 µM), for inactives: top-dose activity, positive = re-replication, usual class: activators; actives 2.9% (n = 350,000); also: potency is read from the fitted curve at half-maximal effect; % of control where 0% means no effect; nearly all actives have a fitted effect of over 50% in size
# IL-1B inflam inh – inhibitors of inflammasome signaling (IL-1 beta secretion); THP-1 LPS/ATP IL-1B secretion, AlphaLISA, 16 h; hits give low values; activity change, % at 57.5 µM; actives 4.7% (n = 360,000); in the data active = activity change below about -50%; inconclusive = mostly about -30% to -49%; also: % is scaled to controls: 0 for no effect and ±100 for the full control effect
#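 Secreted IL-1B measured by AlphaLISA bead assay after 16 h compound exposure of THP-1 cells; compounds (final up to 57.5 uM) added 1 h before LPS (250 ng/mL) and ATP (1.25 mM) stimulation; lower signal means less secretion.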
# HT1080 IDH1KD tx – toxicity to HT-1080 IDH1 knockdown cells (counter line) | AID 686971 | actives 2% (n = 360,000) | Potency, µM (doses to about 46.1 µM), inactives show top-dose activity, negative = toxicity, most hits filed as cytotoxic | HT-1080 IDH1 knockdown viability, ATP luminescence, 48 h;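 also: potency is read from the fitted curve at half-maximal effect; 0% = DMSO wells and -100% = cell-free medium wells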
#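 Luminescent ATP read-out (CellTiter-Glo, 10 min at room temperature) after 48 h compound exposure at 37 °C gave viability of IDH1-knockdown HT-1080 cells. Activity was normalised to DMSO and cell-free wells, then fitted as concentration-response curves.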
# SW480 rereplic – DNA re-replication induction in SW480 cells. SW480 DNA re-replication, Hoechst DNA content imaging, 48 h. Potency, µM (doses to about 46.1 µM), for the others: at the highest dose re-replication activation, actives largely listed as activators. actives 1.8% (n = 340,000). AID 624297; also: potency is read from the fitted curve at half-maximal effect; % of control where 0% means no effect; nearly all actives have a fitted effect of over 55% in size
#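 Image-based read-out: total Hoechst fluorescence of nuclei (405 nm excitation, 500-530 nm emission), with hits raising the fraction of high-intensity nuclei. SW480 colon cells incubated 48 hr with compounds at 37 C.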
# ATXN viability – viability counter-screen for ATXN expression inhibitors; S2 cells (HEK-293 line with an ATXN2-luciferase reporter) viability, CellTiter-Fluor protease fluorescence, 24 h; Potency, µM (highest dose often 56.7 µM), usual class: cytotoxic; actives 0.49% (n = 400,000); also: potency is read from the fitted curve at half-maximal effect; nearly all actives have a fitted effect of over 40% in size
# KB-3-1 tox – kills parental KB-3-1 adenocarcinoma cells; KB-3-1 viability, CellTiter-Glo ATP luminescence, 72 h; Potency, µM (titrated, usually from 46.1 µM), inactives show top-dose activity change, negative = cytotoxic, usual class: cytotoxic; actives 1.4% (n = 400,000); also: potency is read from the fitted curve at half-maximal effect; % is scaled to controls: 0 for no effect and ±100 for the full control effect; nearly all actives have a fitted effect of over 60% in size
#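 Cytotoxicity measured as CellTiter-Glo luminescence after 72 h at 37 C. Compound titrations were pinned onto drug-naive KB-3-1 parental adenocarcinoma cells grown in DMEM with 10% FBS, and normalized data fitted to concentration-response curves.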
# HT1080-NT tox – kills 2HG-producing HT-1080-NT fibrosarcoma cells. HT-1080-NT fibrosarcoma viability, CellTiter-Glo ATP luminescence, 48 h. Potency, µM (doses to about 46.1 µM), without a hit: at the top dose activity, negative = less viability, usual class: cytotoxic. actives 1.6% (n = 360,000). AID 686970;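 also: NT is the 2HG producing partner of a matched IDH1 knockdown line; potency is read from the fitted curve at half-maximal effect; 0% = DMSO-treated cells and -100% = media-only wells without cells; nearly all actives have a fitted effect of over 55% in size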
#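 Read-out is CellTiter-Glo luminescence after 10 minutes at room temperature, following 48 hours' compound treatment of HT-1080-NT cells (750 cells/well, RPMI, 5% FBS, 37 degrees C).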
# Starred values were filed as active, the others as inactive; i = inactive; ? = inconclusive; · = no result given; [ ] = another dose, or the depositor's remark. Unless noted, calls follow the shape of the dose curve; as a rule, active = well fitted curve in the direction sought with a large enough effect; inconclusive = small, poorly fitted or top-dose-only effect, or another doubt; inactive = no such curve, though single readings can be large; an effect the other way counts as inactive or inconclusive.
SMILES,KB-V1 cytotox,ATXN2 expr inh,MCF10A rereplic,IL-1B inflam inh,HT1080 IDH1KD tx,SW480 rereplic,ATXN viability,KB-3-1 tox,HT1080-NT tox
Cc1cc2c(cc1C)C(=O)C(=O)N2,8%,-2%,0%,0,-2%,-6%,·,-3%,-1%
CCOC(=O)C1=CCC(c2cccc(C)c2)N(S(=O)(=O)c2ccc(C)cc2)C1 (configuration not stated),-15%,-34%,·,20,?,·,i,-12%,?
CCCCN(C(=O)c1ccc(C)c(S(=O)(=O)N2CCOCC2)c1)c1c(N)n(CC(C)C)c(=O)[nH]c1=O,5%,4%,0%,-5,-7%,0%,i,7%,0%
c1cc(C2CCCCC2)ccc1Oc1nc(N2CCOCC2)nc(N2CCOCC2)n1,-14%,-11%,-1%,10,-4%,7%,i,0%,-4%
Cc1nc(C)c(C(=O)N2CCCC(C(=O)c3ccc4ccccc4c3)C2)s1 (configuration not stated),-4%,0%,4%,-1,-3%,26%,·,-1%,10%
Oc1ccccc1CN1CCN(C(O)(c2ccccc2)c2ccccc2)CC1,-5%,-18%,8%,?,-7%,2%,i,?,6%
COc1cccc(CN2C(=O)c3ccccc3C2C(=O)NCC2CCCO2)c1 (configuration not stated),-4%,27%,1%,-3,-3%,-7%,i,-4%,-5%
O=C(CN1C(=O)c2ccccc2C1=O)c1ccc(F)cc1,13%,2%,-8%,-9,25%,-9%,i,-12%,17%
CN(Cc1ccccc1)C(=O)CCC1CCN(S(=O)(=O)N(C)C)CC1,-16%,-3%,0%,4,1%,-1%,i,0%,-4%
COCCNC(=O)C1CCCN(Cc2ccccc2Cl)CC1 (configuration not stated),6%,15%,·,22,1%,·,i,0%,?
Cc1cc(NC(=O)c2c(Cl)cnn2C)no1,5%,3%,2%,-2,10%[9.24 µM],-5%,i,-5%,21%
CN1CCN(C2CCN(c3cccc(Cl)c3)CC2)CC1CCO (configuration not stated),-1%,·,0%,7,-1%,?,i,2%,-3%
Cc1cc(C(=O)Nc2cccc(C)c2C)n(-c2ccccc2)n1,11%,12%,4%,52,2%,-2%,i,-5%,-5%
O=C(Nc1nnc(SCc2ccccn2)s1)C1CC(=O)N(c2ccccc2)C1 (configuration not stated),0%,0%,2%,25,-1%,-2%,i,0%,0%
CCCOc1cccc(-c2nnc(N)s2)c1,2%,26%,16%,-11,2%,-2%,?,-2%,6%
COc1ccc2nc(-c3cccc(N)c3)[nH]c2c1,2%,66%[activator],4%,-28,-8%,1%,i,-19%,-17%
COc1ccc(C2CC(=O)N(CC(=O)NCC3CCCO3)c3ccccc3S2)cc1OC (configuration not stated),21%,32%,-3%,-22,7%,-6%,i,0%,13%
CCN(C(=O)CSc1nc2ccccc2[nH]1)C1CCS(=O)(=O)C1 (configuration not stated),0%,·,-4%,-1,10%,-11%,?,-1%,11%
CCOc1ccc(C(c2c(C)n(C)n(-c3ccccc3)c2=O)c2c(C)n(C)n(-c3ccccc3)c2=O)c(O)c1,-4%,-14%,-1%,3,-2%,1%,i,5%,2%
O=C(c1ccccc1)C(c1ccccc1)c1ccccc1,9%,7%,14%,11,9%,-4%,i,-3%,15%
CNC(=O)NC(=O)CSc1ncc(C(F)(F)F)cc1Cl,29%,-12%,2%,-24,13%,-5%,i,-2%,6%
CSc1ccc(CNC(=O)Cn2nc(N3CCN(c4ccccc4)CC3)ccc2=O)cc1,-10%,18%,·,·,·,·,i,-6%,·
Cc1cc(C)c(OCC(=O)OCC(=O)NC2CCCCCCC2)c(C)c1,12%,0%,-18%,4,1%,-18%,i,-12%,2%
CCOC(=O)N1CCC2(CC1)C(C#N)=C(N)Oc1c2c(C)nn1-c1cccc(Cl)c1,-14%,3%,11%,-6,?,2%,i,-9%,-4%
COc1cc2c(cc1OC)C(COc1ccc(C(C)C)cc1)NCC2 (configuration not stated),24%,·,-4%,-20,-6%,-8%,i,-1%,-11%
O=C(CNC(=O)c1ccco1)OCC(=O)c1cccc2ccccc12,0%,6%,-4%,2,11%,-3%,i,13%,6%
Cc1ccc(C)c(OCCn2cc(/C=C(\C#N)C(=O)NCc3ccco3)c3ccccc32)c1,-19%,?,?,-13,-11%,?,i,2%,2%
COc1ccc(C2CC(=O)C(C=NCCCO)=C(O)C2)cc1 (configuration not stated),20%,·,12%,-11,1%,-7%,i,?,-2%
COc1ccc(/C=N/NC(=O)c2cccnc2)c(C(=O)O)c1OC,0%,·,1%,0,9%,-11%,i,6%,10%
OCC[C@@H]1C[C@H](O)[C@@H](O)[C@@]2(CCc3ccccc3CO2)O1,9%,2%,0%,7,0%,12%,i,-11%,5%
Cc1ccc(CN(CC(=O)NCC2CCCO2)S(=O)(=O)c2ccc(C)cc2)cc1 (configuration not stated),-17%,-10%,-32%[inhibitor],2,5%,-7%,i,6%,9%
CC(=O)NS(=O)(=O)c1ccc(NC(=O)c2ccc(NC(=O)c3cccs3)cc2)cc1,-19%,-3%,2%,-21,-5%,-1%,i,-30%,2%
CCOc1ncccc1C(=O)OCC(=O)c1cccs1,13%,3%,9%,12,5%,-6%,i,3%,25%
C[C@H](NC(=O)C1CCN(S(=O)(=O)c2ccccc2)CC1)C(=O)NCc1cccnc1,?,·,·,-4,1%,·,i,-8%,7%
Cc1ccc(NC(=O)CSc2ccc(-c3ccc4c(c3)OCO4)nn2)cc1F,3%,-2%,-1%,19,11%,0%,i,-16%,-1%
CC(=O)Nc1ccc(S(=O)(=O)Nc2ccc(N3CCOCC3)c(F)c2)cc1,2%,-7%,0%,9,0%,-2%,i,-10%,-3%
COCCN(C(C)=O)c1nnc(-c2ccccn2)s1,0%,35%,-2%,-5,2%,2%,i,-1%,-1%
COc1ccccc1N(CCC#N)C(=O)CSc1nnc2ccccn12,·,6%,?,7,8%,0%,i,·,2%
CCCCNC(=O)C1CCN(S(=O)(=O)N2CCOCC2)CC1,13%,-1%,0%,-9,-2%,-5%,i,-1%,0%
O=C1CCC(C(=O)OCC(=O)N2N=C3/C(=C\c4ccccc4)CCCC3C2c2ccccc2)N1 (configuration not stated),-13%,-17%,15%,8,-13%,14%,?,-6%,-8%

# Some entries already given, limited to KB-3-1 tox and SW480 rereplic.
molecule	KB-3-1 tox	SW480 rereplic
Cc1cc(NC(=O)c2c(Cl)cnn2C)no1	-5%	-5%
CN1CCN(C2CCN(c3cccc(Cl)c3)CC2)CC1CCO (configuration not stated)	2%	?
Cc1cc(C(=O)Nc2cccc(C)c2C)n(-c2ccccc2)n1	-5%	-2%
O=C(Nc1nnc(SCc2ccccn2)s1)C1CC(=O)N(c2ccccc2)C1 (configuration not stated)	0%	-2%

# (list continues)
SMILES,KB-V1 cytotox,ATXN2 expr inh,MCF10A rereplic,IL-1B inflam inh,HT1080 IDH1KD tx,SW480 rereplic,ATXN viability,KB-3-1 tox,HT1080-NT tox
O=C(O)c1c(-c2ccccc2)c2oc3ccccc3c2[nH]c1=O,-13%,·,?,?,-25%,-24%,·,-17%,5%
CCOC(=O)N1CCc2c(sc3c2c(=O)n(Cc2ccccc2)c(=O)n3Cc2ccc(C)cc2)C1,8%,0%,-1%,1,11%,-1%,i,7%,2%
CCCC(c1nnnn1Cc1ccc(F)cc1)N1CCN(CC)CC1 (configuration not stated),2%,-11%,1%,-7,-1%,-15%,i,-1%,-28%
C[C@H](CO)N1C[C@H](C)[C@@H](CN(C)CC2CCCCC2)Oc2ccc(NS(C)(=O)=O)cc2C1=O,-1%,1%,3%,6,6%,-2%,i,3%,4%
CCOc1ccc(NC(=O)c2ccccc2OC)cc1,-4%,72%[activator],3%,4,-2%,0%,i,1%,1%
CCCOC(=O)c1ccc(NC(=O)c2cc(=O)[nH]c3ccccc23)cc1,0%,-20%,-1%,3,-14%,-3%,i,7%,-6%
Cc1ccc(OCCNC(=O)CNC(=O)c2ccc(Cl)c([N+](=O)[O-])c2)cc1,?,·,1%,20,-1%,-3%,i,4%,-2%
C=CCN1C(=O)c2ccc(C(=O)N(C)CC(=O)Nc3ccccc3C(F)(F)F)cc2C1=O,-4%,2%,-14%,i,-1%,-11%,i,-11%,-1%
COc1ccc(C(=O)O)cc1S(=O)(=O)NC1CCN(Cc2ccccc2)CC1,0%,-2%,3%,-16,-4%,-1%,i,16%,1%
COc1cccc(N2CCN(CC(=O)Nc3nc4c(s3)CC(C)CC4)CC2)c1 (configuration not stated),18µM*,-5%,-2%,9,-23%,-1%,i,-6%,-9%
CCn1cc(C(=O)NCC2CCCO2)c(=O)c2cc(S(=O)(=O)N(C)C)ccc21 (configuration not stated),10%,1%,6%,-21,7%,-5%,i,3%,9%
CCCCc1c(-c2ccccc2OC)ncn1CCc1ccc(OC)cc1,9.2µM*,?,·,-79*,?,·,·,?,16µM*
O=c1ccc2ccc(OCCOc3cccc(Cl)c3)cc2o1,-5%,8%,4%,?,-8%,4%,i,0%,-8%
O=C(N/N=C/c1cccc(O)c1)c1ccc2c(c1)OCCO2,18%,·,-4%,-12,0%,-23%,i,3%,-5%
COc1cc(NC(=O)C2CCCN(S(=O)(=O)c3ccc4c(c3)CCCN4C(C)=O)C2)cc(OC)c1 (configuration not stated),-25%,-10%,16%,-28,-4%,28%,i,-19%,-6%
Cc1nc(CNS(=O)(=O)c2ccc3ccccc3c2)cs1,-6%,-9%,1%,16,-2%,0%,i,-12%,2%
Cn1c(C(=O)N2CCCC(C(=O)c3ccc(C(F)(F)F)cc3)C2)cc(=O)n(C)c1=O (configuration not stated),?,4%,-15%,18,3%,6%,i,?,9%
